# Mito fusion yeast – blocks mitochondrial division or promotes mitochondrial fusion; Potency, µM (top dose mostly 46.1 µM), without a hit: at the highest dose growth rescue (activation), actives largely listed as activators; hit rate 0.23% among 320,000; S. cerevisiae fusion-defective mutant growth rescue, CellTiterGlo 48 h;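 note: potency is the fitted concentration of half-maximal effect; % of control where 0% means no effect; nearly all actives have a fitted effect of over 45% in size; temperature-sensitive fusion mutants such as fzo1-1 at 37 °C on non-fermentable ethanol glycerol medium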
#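 Yeast fusion mutant, YPEG (non-fermentable carbon), compound, 48 h at 37C non-permissive; CellTiterGlo added, 10 min RT, luminescence read. Rescued growth = division inhibition.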
# FLuc modulator – firefly luciferase modulation, counter-screen for miR-21 project | AID 588342 | purified FLuc, Km substrates, luminescence inhibition | hit rate 6.9% among 360,000 | Potency, µM (highest dose often 57.5 µM), without a hit: at the top dose activity change, negative = inhibition, actives largely listed as inhibitors;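 note: potency is the fitted concentration of half-maximal effect; plate controls were vehicle for no effect and reference inhibitor for full effect; nearly all actives have a fitted effect of over 55% in size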
#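 Biochemical qHTS of compounds, final roughly 60 µM downward over six points, against 10 nM purified firefly luciferase using Km concentrations of substrates (10 uM D-luciferin, 10 uM ATP) in Tris acetate pH 7.5 buffer; luminescence output.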
# NPC1 prom act – NPC1 promoter activation; Huh7 NPC1 promoter luciferase reporter, 24 h; Potency, µM (highest dose often 9.22 µM), for inactives: at the highest dose activation, most hits filed as activators; hit rate 2.4% among 320,000;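 note: potency is the fitted concentration of half-maximal effect; % of control where 0% means no effect; nearly all actives have a fitted effect of over 60% in size; reporter is driven by a mutant NPC1 promoter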
#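 Quantitative HTS used a cell-based reporter: Huh7 cells stably bearing the NPC1 promoter upstream of luciferase were treated with compounds for 24 h, and promoter activation was read as luminescence.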
# RORgamma inh – inhibitors of mouse ROR gamma transcriptional activity | Drosophila S2 Gal4-RORgamma UAS-luciferase reporter, 20 h | Potency, µM (highest dose often 53.6 µM), inactives show at the highest dose activity change, negative = inhibition, usual class: inhibitors | hit rate 5.4% among 310,000; note: potency is the fitted concentration of half-maximal effect; % is set by controls: 0 for no effect and ±100 for the full control effect; nearly all actives have a fitted effect of over 60% in size
# Target sequence (P51450 whole entry, looked up, the tested form may be a part): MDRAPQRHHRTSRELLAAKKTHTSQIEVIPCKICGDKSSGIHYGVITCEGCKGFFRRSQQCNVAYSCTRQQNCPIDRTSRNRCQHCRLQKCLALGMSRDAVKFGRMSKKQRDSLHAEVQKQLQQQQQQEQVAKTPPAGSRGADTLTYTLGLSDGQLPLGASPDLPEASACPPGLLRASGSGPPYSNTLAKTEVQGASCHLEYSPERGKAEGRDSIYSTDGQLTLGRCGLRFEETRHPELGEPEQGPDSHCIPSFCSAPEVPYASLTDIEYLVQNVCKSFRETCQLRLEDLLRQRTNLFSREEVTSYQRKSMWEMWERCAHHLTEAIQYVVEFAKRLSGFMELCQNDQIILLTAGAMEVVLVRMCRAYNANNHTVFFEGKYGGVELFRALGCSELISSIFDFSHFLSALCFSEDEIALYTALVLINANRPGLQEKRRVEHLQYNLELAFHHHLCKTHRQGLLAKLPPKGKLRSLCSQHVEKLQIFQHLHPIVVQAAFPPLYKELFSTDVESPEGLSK
#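 Drosophila S2 cells stably expressing Gal4-DBD/mouse RORγ fusion under metallothionein promoter plus UAS-luciferase; compound 1 h, then 700 uM CuSO4 induction for 20 h at ambient temperature; inhibition read as reduced luminescence.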
# Rab9 promoter act – Rab9 promoter activation. Huh7 Rab9 promoter-luciferase reporter, luminescence, 24 h. Potency, µM (highest dose often 9.22 µM), without a hit: at the highest dose activation, negative = inhibition, most hits filed as activators. hit rate 2.8% among 320,000. AID 485297; note: potency is the fitted concentration of half-maximal effect; % of control where 0% means no effect; nearly all actives have a fitted effect of over 60% in size
#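 Luminescence read-out: Huh7 cells stably expressing Rab9-luciferase, treated 24 h with compound at 37 °C, then lysed with luciferase reagent for 10 min at ambient before reading.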
# Menin MLL FP TR – menin-MLL binding inhibition, Texas Red mutant peptide; AID 1768; Menin + Texas Red MLL mutant peptide, fluorescence polarization; O00255; hit rate 0.23% among 270,000; Potency, µM (highest dose often 61.6 µM), inactives show at the highest dose FP activity change, negative = inhibition, usual class: inhibitors; active = well fitted inhibition curve with a large enough effect in the polarisation, with a control signal flat, not every such curve was filed as active; inconclusive = small, poorly fitted or top-dose-only effect, or effect the other way, or a change in a side signal; inactive = no such curve, though single readings can be large or run the other way; the % refers to the polarisation; note: potency is the fitted concentration of half-maximal effect; % of control where 0% means no effect; many of its hits are not listed in these tables
# Target sequence (O00255 whole entry, looked up): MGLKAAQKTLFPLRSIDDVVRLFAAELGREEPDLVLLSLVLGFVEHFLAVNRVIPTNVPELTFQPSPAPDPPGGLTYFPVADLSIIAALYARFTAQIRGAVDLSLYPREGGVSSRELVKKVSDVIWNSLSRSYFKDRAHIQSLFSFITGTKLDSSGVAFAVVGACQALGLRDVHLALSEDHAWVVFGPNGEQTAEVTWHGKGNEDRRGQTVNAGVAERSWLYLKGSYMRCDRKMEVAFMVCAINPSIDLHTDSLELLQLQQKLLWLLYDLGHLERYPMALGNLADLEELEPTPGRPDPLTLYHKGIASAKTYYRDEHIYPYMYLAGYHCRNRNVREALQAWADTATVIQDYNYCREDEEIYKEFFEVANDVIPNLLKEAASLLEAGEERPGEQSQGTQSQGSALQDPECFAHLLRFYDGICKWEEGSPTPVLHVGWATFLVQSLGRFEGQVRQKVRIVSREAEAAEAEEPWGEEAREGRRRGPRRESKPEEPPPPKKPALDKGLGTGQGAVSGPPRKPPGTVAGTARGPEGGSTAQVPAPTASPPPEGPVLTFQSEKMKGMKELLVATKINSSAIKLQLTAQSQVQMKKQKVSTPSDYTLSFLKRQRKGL
# MBNL1-CUG inh – inhibitors of human MBNL1 binding to CUG repeat RNA; Q9NR56; TR-FRET MBNL1-His/biotin-(CUG)12 binding, 665/545 ratio; Potency, µM (highest dose often 57.5 µM), for the others: at the top dose activity change, negative = inhibition, most hits filed as inhibitors; hit rate 0.036% among 280,000; AID 2675; active = well fitted inhibition curve with a large enough effect in the signal ratio, with a control signal flat, not every such curve was filed as active; inconclusive = small, poorly fitted or top-dose-only effect, or effect the other way, or a change in a side signal; inactive = no such curve, though single readings can be large or run the other way; the % refers to the signal ratio; note: potency is the fitted concentration of half-maximal effect; % is set by controls: 0 for no effect and ±100 for the full control effect
#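 Inhibition of protein-RNA binding appears as loss of TR-FRET between terbium anti-His antibody on MBNL1-His and streptavidin-XL665 on biotin-(CUG)12. Activity is normalized to buffer-only and uninhibited-complex controls.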
# Gal4-VP16 FLuc – Gal4-VP16 reporter inhibition counter-screen. Drosophila S2 Gal4-VP16 UAS-luciferase, luminescence, 20 h. Potency, µM (highest dose often 53.6 µM), without a hit: at the highest dose activity, negative = inhibition, most hits filed as inhibitors. hit rate 3.5% among 310,000. AID 2546;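 note: Gal4-VP16 expression switched on by copper sulfate through the metallothionein promoter; potency is the fitted concentration of half-maximal effect; % is set by controls: 0 for no effect and ±100 for the full control effect; nearly all actives have a fitted effect of over 50% in size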
# PKM2 act – activators of human pyruvate kinase M2 | P14618 | purified PKM2, Kinase-Glo ATP luminescence, activation; response scale: 0% is enzyme alone, no compound | Potency, µM (top dose mostly 57.5 µM), inactives show top-dose activation, usual class: activators | hit rate 0.34% among 260,000 | AID 1631; note: potency is the fitted concentration of half-maximal effect; % is set by controls: 0 for no effect and ±100 for the full control effect; nearly all actives have a fitted effect of over 55% in size
#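 hPK-M2, >95% pure; 0.1 mM ADP / 0.5 mM PEP final; imidazole pH7.2 buffer w/ 7 mM MgCl2, 50 mM KCl; 1 h RT; Kinase-Glo lum. Intermediate enzyme activity for dual inhibitor/activator qHTS.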
# ELG1 DNA repair – blocks ELG1-dependent DNA repair in HEK293T cells | HEK293T ELG1-luciferase reporter, luminescence, 16 h; DNA damage induced by 5-fluorouridine | AID 504467 | hit rate 2.3% among 330,000 | Potency, µM (doses to about 46.1 µM), for inactives: at the highest dose activity change, negative = inhibition, hits mostly inhibitors; note: potency is the fitted concentration of half-maximal effect; % is set by controls: 0 for no effect and ±100 for the full control effect; nearly all actives have a fitted effect of over 55% in size
#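 Overnight (16 hr) co-exposure of 2,000 cells/well to 5-fluorouridine and compound at 37 °C preceded detection. Luciferase was quantified via ONE-Glo luminescence; loss of signal denotes inhibition.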
# KCNH2 3.1 inh – inhibitors of human KCNH2 3.1 potassium channel isoform; U2OS KCNH2 3.1, thallium flux FluxOr; stronger effect = lower value; activity change, % (tested at about 1.8 µM); hit rate 0.95% among 340,000; AID 720553;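 active = maximum activity change below -70%; inconclusive = maximum activity change from -70% to -50%; inactive = maximum activity change above -50%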;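 note: thallium influx rate constant from kinetic fluorescence after stimulation buffer; % is set by controls: 0 for no effect and ±100 for the full control effect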
#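 We transduce U2OS cells with the mutant 3.1 virus, culture them overnight, load FluxOr with Red40 quencher for 45 min, then add stimulation buffer and read kinetically for 2 min to derive a normalized rate constant.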
# An asterisk follows results filed as active; u = inconclusive; x = no result given; [ ] = dose if it differs, or a comment. Unless noted, calls come from the whole dose curve; as a rule, active = well fitted curve in the direction sought with a large enough effect; inconclusive = small, poorly fitted or top-dose-only effect, or another doubt; inactive = no such curve, though single readings can be large; an effect the other way counts as inactive or inconclusive. Not all compounds are listed; the hit share may differ from the screen's.
# Order of results – Mito fusion yeast	FLuc modulator	NPC1 prom act	RORgamma inh	Rab9 promoter act	Menin MLL FP TR	MBNL1-CUG inh	Gal4-VP16 FLuc	PKM2 act	ELG1 DNA repair	KCNH2 3.1 inh
- CCOc1ccc(N2CC(C(=O)Nc3ccc(N4CCOCC4)cc3)CC2=O)cc1 (stereo unspecified)
 : 0.3%	2.1%	-2.0%	33.8%	-2.7%	2.8%	21.5%	0.8%	0.0%	13.4%	13.6
- Cc1cc(C)nc(SCc2cccc(C(=O)O)c2)n1
 : 0.5%	-15.9%	-1.4%	-26.5%	2.9%	2.3%	11.3%	-26.8%	-0.8%	21.2%	-6.3
- Cc1cc(OCCOCCN2CCCC2)ccc1C(C)C
 : -4.2%	2.3%	2.5%	-21.2%	0.3%	0.7%	-7.7%	-2.7%	0.0%	-3.8%	-3.9
- O=C(N/N=C/C=C/c1ccccc1)c1ccncc1
 : -2.2%	-9.9%	-0.1%	2.82µM*	-4.8%	-20.0%	u	7.08µM*	-5.4%	u	-14.2
- CCN(CC)S(=O)(=O)c1ccc(Cl)c(NC(=O)COC(=O)c2cccn2C)c1
 : 5.6%	-11.9%	-13.2%	11.7%	-13.7%	16.0%	-4.3%	-0.6%	-2.3%	14.6µM*	-11.4
- Cc1cc(C)nc(OC(C(=O)O)C(OCC(C)C)(c2ccccc2)c2ccccc2)n1 (stereo unspecified)
 : 0.8%	-1.6%	-3.4%	x	-3.8%	2.5%	2.6%	x	1.0%	9.2%	-12.5
- COc1ccc(-c2cc3cc(OC)c(OC)cc3c(C)n2)cc1C
 : 6.1%	16.9µM*	1.7%	-10.8%	-1.1%	x	13.8%	0.6%	-1.6%	3.0%	0.7
- CCCC(=O)NC1CCCc2c1cnn2-c1ccc(C)c(C)c1 (stereo unspecified)
 : 3.7%	u	11.3%	u	5.3%	1.0%	0.2%	27.9%	0.8%	7.4%	-1.1
- CCN(C(=O)CSc1ncn[nH]1)c1c(N)n(Cc2ccccc2)c(=O)[nH]c1=O
 : -2.3%	u	-0.3%	x	-1.4%	x	x	x	x	2.7%	-1.8
- CCOC(=O)C1CCCCN1C(=O)CCc1c(C)nc2cc(-c3ccccc3)nn2c1C (stereo unspecified)
 : 7.7%	15.1µM*	9.2%	u	-3.0%	-16.9%	1.7%	-4.2%	-4.0%	u	-1.3
- O=C(COC(=O)/C=C/c1ccccc1)Nc1ccc(Cl)cn1
 : 14.9%	0.3%	7.6%	x	2.1%	x	x	x	x	-4.0%	-1.1
- CC(C)Cc1nn2c(=O)cc(O)nc2s1
 : -0.1%	3.8%	-5.4%	8.4%	-7.6%	0.7%	x	-6.0%	-4.2%	-2.5%	13.3
- CCn1c(SCC(=O)Nc2nc(C)cs2)nnc1-c1ccncc1
 : -3.2%	0.9%	-3.1%	-1.0%	-7.0%	x	1.2%	7.5%	x	-7.8%	8.5
- CCc1ccc(C(=O)COC(=O)CNC(=O)c2ccc(Br)o2)cc1
 : 0.1%	u	3.3%	-13.0%	-6.3%	x	0.4%	-7.0%	-8.2%	9.7%	-19.7
- COc1ccc(N2C(=O)CC(N(C)CCc3ccc(OC)c(OC)c3)C2=O)cc1 (stereo unspecified)
 : -8.2%	-0.1%	-7.4%	7.3%	-1.3%	-13.2%	5.1%	-16.2%	-8.3%	0.8%	-8.4
- CCOC(=O)C1CCN(c2ccc(Cl)nn2)CC1
 : -3.4%	-4.4%	-1.6%	0.6%	0.2%	-19.9%	19.2%	-4.6%	1.3%	u	-33.3
- CCCC(=O)N1CCN(c2nnc(-c3ccc(C)cc3)c3ccccc23)CC1
 : 22.2%	-0.5%	-1.6%	-3.0%	-1.4%	u	15.0%	-7.6%	x	19.1%	-12.1
- Cc1ccc(CN(Cc2cc3cc4c(cc3[nH]c2=O)OCCO4)Cc2nnnn2Cc2ccco2)cc1
 : 20.3%	-3.9%	-3.5%	1.8%	-1.4%	u	11.6%	1.6%	24.2%	23.1µM*	5.8
- Cn1c(SCC(=O)NCCN2C(=O)CSC2=O)nc2ccccc2c1=O
 : 3.5%	4.5%	-2.0%	u	2.8%	1.1%	0.4%	-5.9%	6.5%	2.7%	-2.0
- NS(=O)(=O)c1ccc(Nc2ccc3nonc3c2[N+](=O)[O-])cc1
 : 5.6%	-1.7%	1.3%	-6.3%	1.0%	1.9%	u	u	3.6%	-1.8%	12.7
- Cc1cccc(NC(=O)NC(C)C(c2cccs2)N2CCOCC2)c1 (stereo unspecified)
 : -1.0%	-0.4%	-1.6%	-10.5%	-1.8%	10.5%	-6.4%	-17.7%	-11.2%	-5.8%	-5.9
- COc1cc(-c2cc(C(=O)Nc3cccc(C(C)=O)c3)c3ccccc3n2)cc(OC)c1OC
 : 27.5%	-10.9%	3.4%	18.0%	-2.0%	x	124.4%[activator]	-15.4%	x	1.64µM*	6.9
- CCc1ccc(C(=O)COC(=O)c2cc([N+](=O)[O-])ccc2N2CCOCC2)cc1
 : 17.7%	-0.2%	-26.6%	x	-8.7%	x	x	x	x	u	-11.9
- CCCOc1ncnc2c1sc1nc3c(cc12)COC(C)(C)C3
 : 3.6%	u	29.7%	3.6%	u	0.6%	-9.3%	2.5%	0.3%	u	17.8
- COc1ccccc1NC(=O)CSc1ccc(-c2ccc(-n3ccnc3)cc2)nn1
 : -2.9%	u	-0.1%	x	-4.9%	x	x	x	x	u	-10.2
- COc1ccc(NC(=O)CCCCCn2nnc3ccccc3c2=O)cc1OC
 : -7.9%	2.0%	3.0%	7.9%	-14.4%	u	0.6%	-11.4%	x	-26.5%	3.8
- O=C1CCC/C(=N/NC(=O)C2CCN(S(=O)(=O)c3cccs3)CC2)C1
 : -3.5%	2.5%	-0.4%	-0.9%	-5.2%	5.7%	-8.1%	-0.3%	8.7%	-1.5%	x
- CC(C(=O)NC1CCCCC1)N1CCN(C)CC1 (stereo unspecified)
 : 18.7%	0.3%	-5.0%	7.6%	-1.9%	x	-10.9%	-0.2%	0.7%	10.4%	-18.9
- O=C(C(Cc1ccccc1)N1C(=O)C2C3C=CC(C3)C2C1=O)N1CCCCC1 (stereo unspecified)
 : -0.4%	0.9%	2.2%	-32.9%	6.1%	-8.3%[11.7 µM]	-0.8%	9.5%	-0.9%	6.1%	7.6
- CC(=O)c1ccc(Nc2nc3ccccc3nc2NS(=O)(=O)c2cccs2)cc1
 : 18.9%	19µM*	0.0%	27.7%	-4.5%	u	7.3%	-2.4%	0.6%	11.6µM*	-18.6
- COc1ccc(C(C)C)cc1S(=O)(=O)n1cnc(C)c1
 : 5.5%	3.3%	0.5%	-17.6%	1.3%	-6.6%	-5.2%	6.1%	-8.2%	u	6.0
- O=C(Cc1ccccc1F)Nc1cccc2cccnc12
 : 16.3%	u	-0.4%	2.1%	1.7%	-0.5%	-5.1%	-0.3%	-10.1%	u	-9.2
- Cc1c(C#N)c(O)[nH]c(=O)c1N=Nc1ccc(S(N)(=O)=O)cc1
 : -14.2%	u	0.9%	19.1%	11.8%	-8.6%	u	-5.2%	x	0.0%	9.6
- COc1ccc(CCNC(=O)Cn2cnc3c(nnn3Cc3ccccc3F)c2=O)cc1OC
 : 1.3%	0.3%	-8.6%	3.6%	0.3%	-2.3%	-10.6%	-9.1%	7.6%	-7.5%	-10.0
- CC(C)N=c1scc(-c2cccs2)n1/N=C/c1ccc(O)c(O)c1O
 : 17.9%	23.9µM*	2.1%	u	5.1%	u	x	u	25.9%	u	2.2

# Retrieved by structure from the entries so far:
# Order of results – Mito fusion yeast	FLuc modulator	NPC1 prom act	RORgamma inh	Rab9 promoter act	Menin MLL FP TR	MBNL1-CUG inh	Gal4-VP16 FLuc	PKM2 act	ELG1 DNA repair	KCNH2 3.1 inh
- Cc1cc(C)nc(SCc2cccc(C(=O)O)c2)n1
 : 0.5%	-15.9%	-1.4%	-26.5%	2.9%	2.3%	11.3%	-26.8%	-0.8%	21.2%	-6.3
- CCc1ccc(C(=O)COC(=O)CNC(=O)c2ccc(Br)o2)cc1
 : 0.1%	u	3.3%	-13.0%	-6.3%	x	0.4%	-7.0%	-8.2%	9.7%	-19.7

# Screening data (PubChem BioAssay)
